Compound activity (PubChem BioAssay)
MEKK2mut PB1 HTS: signal of MEK5 binding to mutant human MEKK2 PB1 domain | bead flow cytometry, Alexa488-MEK5 binding to MEKK2 mutant | percent response, % at 10 µM | actives 0.35% (n = 290,000) | AID 1530; in the data active = percent response above about 24%, passing the limit was not always enough; note: inactives centre near 1; some results filed as inactive read as strong as hits
NALP1 yeast inh: NALP1 inhibition | S. cerevisiae NALP1/ASC/caspase-1 growth, X-gal OD620, 72 h | inhibition, % at 10 µM | actives 0.61% (n = 280,000) | AID 2071; in the data active = inhibition mostly above about 24%, no sharp cut-off; inactive = mostly below about 32%; note: some compounds called inactive have numbers as strong as hits
VIM-2 inhibitor: blocks Pseudomonas aeruginosa VIM-2 metallo-beta-lactamase; purified VIM-2, nitrocefin hydrolysis, epi-absorbance fluorescence; inhibition, % at 5.6 µM; actives 0.89% (n = 290,000);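 active = inhibition above the mean of all tested compounds plus 3 SD, cutoff set per screening run, cut at about 7.5% in these data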;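 note: red hydrolysis product quenches plate fluorescence so inhibitors raise well fluorescence; 0% = enzyme with DMSO and 100% = DMSO without enzyme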
SUMO HTRF inh: inhibitors of human SUMOylation (UBC9). P63279. HTRF SUMOylation assay, SAE1/SAE2 + UBC9, in vitro. inhibition, % at 35 µM. actives 0.36% (n = 290,000). AID 2006; in the data active = inhibition above about 50%, passing the limit was not always enough; note: strong numbers were not always called active
Target sequence (P63279 whole entry, looked up): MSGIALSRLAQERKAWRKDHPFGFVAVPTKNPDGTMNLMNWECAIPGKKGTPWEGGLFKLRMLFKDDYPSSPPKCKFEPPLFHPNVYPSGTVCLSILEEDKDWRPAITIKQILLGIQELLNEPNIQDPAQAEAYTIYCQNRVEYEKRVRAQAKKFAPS
IMP-1 inh: inhibitors of Pseudomonas aeruginosa IMP-1 metallo-beta-lactamase | purified IMP-1, nitrocefin hydrolysis, epi-absorbance fluorescence | actives 0.45% (n = 290,000) | inhibition, % at 5.6 µM | AID 1556;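 active = inhibition above the mean plus 3 SD of all compounds in the same screening run, cut at about 4.5% in these data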;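 note: 0% = IMP-1 with DMSO and 100% = DMSO wells lacking enzyme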
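System: purified IMP-1; amount: IMP-1 0.2 nM before substrate addition; compound: single dose, 5.6 µM; times: 25 °C, 15 min preincubation, 25 min reaction; signal: Epi-absorbance via hydrolysed-nitrocefin quenching of white-plate fluorescence, 480/530 nm, EDTA stop; benchmarks: DMSO with and without IMP-1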
PfM18AAP inh: PfM18AAP enzyme inhibition. recombinant PfM18AAP, H-Glu-NHMec fluorogenic cleavage. inhibition, % at 7.35 µM. actives 1.2% (n = 290,000);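 active = inhibition above the campaign mean inhibition over all tested compounds plus 3 SD, cut at about 28% in these data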;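 note: 0% = plate median of test compound wells and 100% = 2 mM ZnCl2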
NS3 helicase inh: inhibitors of Hepatitis C virus NS3 helicase; inhibition, % at 10.9 µM; actives 0.56% (n = 290,000); NS3 helicase DNA unwinding, Cy5 molecular beacon fluorescence; AID 1800;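 active = inhibition above the mean of all tested compounds plus 3 SD, set per campaign, cut at about 35% in these data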;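 note: 0% = DMSO wells and 100% = thioflavine S control wells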
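System: NS3 helicase fragment of HCV / Schedule: 1 h at 25 °C / Control set: DMSO alone as 0% and 110 µM thioflavine S as 100% / Reagent: Cy5/quencher beacon DNA duplex and ATP to start / Technique: Cy5 fluorescence / Replication: singlicate / Evaluation: % inhibition of end-to-start signal ratio versus controls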
MEKK2wt PB1 HTS: raises or lowers MEK5 binding to wildtype human MEKK2 PB1 domain; AID 1531; actives 1.1% (n = 290,000); Q9Y2U5; bead flow cytometry, Alexa488-MEK5 binding to MEKK2 WT; actives lie on both sides; binding response (% of control), % at 10 µM; in the data active = binding response below about 67% or above about 130%
DNA FID counter: counter-screen for HCV NS3 helicase inhibitors: DNA intercalator displacement | DNA fluorescent intercalator displacement, fluorescence | actives 0.17% (n = 290,000) | inhibition, % at 7.9 µM; in the data active = inhibition above about 37%;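 note: 0% = vehicle and 100% = reference compound; higher means more ethidium bromide displaced from hairpin DNA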
* hit, by the source's call; . = no result given; & = joins results of further samples.

SMILES	MEKK2mut PB1 HTS	NALP1 yeast inh	VIM-2 inhibitor	SUMO HTRF inh	IMP-1 inh	PfM18AAP inh	NS3 helicase inh	MEKK2wt PB1 HTS	DNA FID counter
O=C(CCc1nc(-c2ccccc2)no1)NCCc1ccccc1	3	7	-0.2	-6	0.8	3	-4	100	-14
CCN(CC)CCn1nc(C)nc1-c1ccccc1O	6	11	-5.0	15	-3.0	-1	1	108	-2
COc1ccc(-c2noc(=O)n2Cc2cc(C)ccc2C)cc1	0	0	-1.5	3	-1.5	1	-4	96	-22
O=C1c2cccc3cccc(c23)C(=O)N1CCN1CCN(C(=S)Nc2ccc(Cl)cc2)CC1	-4	34	4.3	2	0.3	-2	10	113	10
CC(C)(O)C#Cc1ccc(CN2CCN(C3CCCCC3)C(CCO)C2)s1 (stereo not drawn)	-6	-8	-2.8	8	-1.8	0	9	93	2
N=c1ccn(Cc2ccc([N+](=O)[O-])cc2)cc1	21	1	-3.2	-14	-3.2	0	10	121	-4
COc1ccc(Cl)cc1NC(=O)CN1CCN(S(=O)(=O)N2CCOCC2)CC1	-3	-1	-2.2	-20	-2.6	5	-11	98	-33
Nc1c(C(=O)Nc2ccc(Br)cc2)sc2nc(-c3ccco3)ccc12	0	-7	-2.4	72*	-2.9	14	69*	82	-13
O=C(NN=C1CCN(Cc2ccccc2)CC1)c1cc2ccccc2cc1O	-1	4	0.8	87*	-1.8	2	39*	107	-10
Cc1cc(C)cc(NC(=S)N2CCN(S(C)(=O)=O)CC2)c1	-7	19	-0.6	18	-1.4	-8	-11	94	-4
O=C(Cn1c(=O)oc2ccccc21)NCCc1ccccc1Cl	1	42*	-2.1	-20	-2.2	-1	6	100	-5
O=S(=O)(NCCN1CCOCC1)c1ccc(Oc2ccccc2Cl)cc1	1	3	-0.2	5	-2.7	-2	-15	97	-6
CSCC[C@H](NC(=O)N1CCn2c1nc1ccccc12)C(=O)NCc1ccccc1	5	4	-1.4	2	-1.6	-1	-12	101	-41
O=C(CN(Cc1ccccc1)C(=O)c1cc2c(s1)CCC2)NCc1cccs1	-4	-1	1.2	20	-0.7	-12	-12	96	-18
COc1ccc(OCCOCCN2CCN(C)CC2)cc1	12	4	-2.8	17	-1.5	-1	3	111	4
O=C(N/N=C/c1ccc2c(c1)OCO2)c1ccc(COc2cccc3cccnc23)cc1	5	6	-1.3	43	-3.0	11	-1	98	-24
COc1ccc(NC(=O)CSc2nc(N)c(NC(=O)c3cccs3)c(=O)[nH]2)cc1	0	.	-1.8	-1	-1.1	3	-4	102	-2
O=C(NCCc1ccccc1)c1ccc2c(c1)OCO2	2	3	-1.4	-4	-3.5	-1	2	103	-5
OCCC1CN(Cc2ccc3cccc(F)c3n2)CCN1Cc1ccccc1 (stereo not drawn)	6	-13	-3.0	14	-2.9	0	0	104	-3
C=CS(=O)(=O)c1ccc(Oc2ccc(S(=O)(=O)C=C)cc2)cc1	-2	75*	-3.9	12	-1.6	-10	-8	91	-5

3 entries from above, arranged by the value under SUMO HTRF inh, ascending:
Molecule | SUMO HTRF inh
Cc1cc(C)cc(NC(=S)N2CCN(S(C)(=O)=O)CC2)c1 | 18
Nc1c(C(=O)Nc2ccc(Br)cc2)sc2nc(-c3ccco3)ccc12 | 72*
O=C(NN=C1CCN(Cc2ccccc2)CC1)c1cc2ccccc2cc1O | 87*

More results follow:
SMILES	MEKK2mut PB1 HTS	NALP1 yeast inh	VIM-2 inhibitor	SUMO HTRF inh	IMP-1 inh	PfM18AAP inh	NS3 helicase inh	MEKK2wt PB1 HTS	DNA FID counter
COc1ccc(CNC(=O)C(C)NS(=O)(=O)c2ccc(C)cc2)cc1 (stereo not drawn)	4	-19	0.8	0	-0.8	-8	-12	105	-3
CCNC(=S)N1CCc2cc(OC)c(OC)cc2C1COc1ccc(OC)cc1 (stereo not drawn)	-3	16	-1.5	-6	-3.3	-1	-16	102	-16
COc1ccc(S(=O)(=O)N2CCOC2CNC(=O)C(=O)NCCCN2CCOCC2)cc1 (stereo not drawn)	6	17	0.2	2	-2.0	-3	-8	106	-3
C=CCn1c(=O)c2ccccc2n2c(SCC(=O)NC)nnc12	1	22	2.6	5	-1.4	-3	-2	107	-5
CCOC(=S)SCC(=O)Nc1nc(-c2ccccc2)cs1	19	30	-3.9	-26	-2.4	1	9	112	0
COc1ccc(-c2cc(CNS(=O)(=O)c3cc(OC)ccc3OC)on2)cc1	5	12	0.3	-2	-2.2	1	-1	107	-19
COc1ccc(/C=N/n2c(N)nc3ccccc32)cc1OC	-6	-1	3.4	18	-1.6	-1	3	94	11
Cc1cccc(OCC(=O)O/N=C(\N)Cc2cccs2)c1	5	10	-1.6	-2	-1.8	1	-1	106	-2
CC(C)(C)c1cc(NS(=O)(=O)c2cccs2)no1	5	.	0.7	0	0.7	-10	10	110	1
COCCC(=O)N1CCC(Oc2ccc(C(=O)N3C[C@@H]4CCC[C@H]3C4)cc2)CC1	-1	4	0.1	-1	5.1*	3	-15	94	-47
Cn1cccc1CNCC(O)c1ccccc1 (stereo not drawn)	3	11	0.6	7	-1.5	15	-5	101	-3
CS(=O)(=O)c1ccc(Cl)c(NC(=O)Cc2ccsc2)c1	5	1	-1.5	8	-4.4	-4	1	106	-13
O=S(=O)(/N=C(\Sc1ccccc1)c1ccccc1)c1ccc(Cl)cc1	2	2	1.8	-21	-1.8	1	9	103	-4
Cn1c(SCC(=O)N/N=C/C=C/c2ccco2)nc2ccccc21	0	7	-4.3	24	-2.8	13	13	97	-15
CCN1CC2=C(OC(N)=C(C#N)C2c2ccccc2)/C(=C\c2ccccc2)C1 (stereo not drawn)	-1	22	-0.7	14	1.1	-6	-2	97	-16
N#C/C(=C\c1coc2ccc(O)cc2c1=O)C(=O)Nc1nc2ccccc2s1	1	.	0.6	4	3.1	51*	19	90	-14
Cc1ccccc1OCC(=O)NNC(=S)NC(=O)c1ccccc1[N+](=O)[O-]	14	3	-2.3	-26	-4.4	10	9	107	-12
COc1ccc(CCNC(=O)C(=O)NCC2CCCO2)cc1 (stereo not drawn)	3	0	-2.5	-8	-1.4	-3	-3	96	-3
CCOC(=O)N1CCN(C(=O)/C=C/c2cccc([N+](=O)[O-])c2)CC1	-1	20	-0.7	7	-3.0	-6	5	103	1
CCCCN(C(=S)Nc1cccc(SC)c1)C1CCN(C(C)=O)CC1	-4	-5	-2.3	11	-3.0	23	0	101	-12
CCOc1ccc(-c2nc(CSc3nnc(N)s3)cs2)cc1	4	9	-0.3	19	-4.3	-8	-5	101	-3
C=CCNC(=S)Nc1ccc(OC(F)F)c(Cl)c1	-2	-6	-0.7	4	-1.5	-14	-7	96	0
Cc1ccc(NCc2ccccc2O)cc1C	-1	5	2.3	-1	-0.9	5	-9	92	-6
CCOC(=O)c1cccc(NC(=O)C(C)N2C(=O)c3ccccc3C2=O)c1 (stereo not drawn)	3	18	0.2	5	0.9	-2	1	100	2
Cn1c(=O)c(=O)n(C)c2cc(S(=O)(=O)N3CCOc4ccccc43)ccc21	-2	6	-0.7	8	-1.5	1	3	95	-14
Cn1c(SCc2ccon2)nc2ccccc2c1=O	-5	17	5.6	-7	-1.7	4	-3	98	-4
Cc1ccccc1NC(=O)C(Cl)=C(Cl)Cl	-8	15	2.9	4	-1.2	-8	-33	88	5
COc1cc2c(cc1OC)C(C)N(C(=O)c1cc(C)on1)CC2 (stereo not drawn)	4	1	-1.0	6	-1.6	9	3	103	-19
O=C(N/N=C/c1cccc(OC(=O)N2CCOCC2)c1)c1cccs1	0	12	-4.0	-7	-4.2	1	2	107	-17
CCCc1nn(-c2ccccc2)c2c1C(c1cccs1)C(C#N)=C(N)O2 (stereo not drawn)	0	5	-3.1	-37	-3.0	16	19	100	-11
CCOC(=O)c1c(C)[nH]c(C)c1C(=O)COc1ncnc2ccccc12	-5	5	-3.7	-2	-1.9	-2	-16	91	-19
CCOCCn1c(CN2CCN(C(c3ccccc3)c3ccccc3)CC2)nc2c1c(=O)n(C)c(=O)n2C	3	24	0.3	8	-1.1	-16	-4	105	-14
S=C(NCC1CCCO1)Nc1ccc(Nc2ccccc2)cc1 (stereo not drawn)	.	5	-2.2	-13	-3.4	1	6	.	-2
CN1CCN(CCC(=O)Nc2cccc(Br)c2)CC1	1	.	-2.7	15	-4.5	3	-31	102	1
CCOc1ccccc1CN1CCN(Cc2[nH]c3ccccc3c2C)CC1CCO (stereo not drawn)	0	7	-7.5	-13	-2.9	3	-42	104	12
CCC(C)(CC(=O)O)CC(=O)Nc1cc(C(F)(F)F)cc(C(F)(F)F)c1 (stereo not drawn)	-7	9	-0.4	8	-1.4	-2	27	90	-26
CC(=O)N(Cc1cc(=O)[nH]c2ccccc12)c1ccccc1C	10	-1	-1.4	7	-1.1	3	-2	108	-22
O=C(COc1ccc(Cl)cc1)N1CCCCC1	7	8	-0.5	29	-2.2	-2	-3	109	-3
O=C(Nc1ncn[nH]1)c1ccccc1Br	-3	18	-1.5	8	0.6	38*	5	95	-3
CC(C)(C)C(=O)Nc1cccc(-c2nc3ccccc3[nH]2)c1	2	-14	0.5	12	-1.7	-3	-1	99	1
Cc1c(-c2nc(-c3ccc(C(F)(F)F)cc3)no2)n(C)oc1=O	-16	.	-2.8	11	-2.3	-12	-1	91	-3
Cc1ccc(/C=N/NC(=O)c2c(-c3ccccc3)noc2C)c(O)c1	8	2	-2.1	20	1.2	8	17	109	-18
COc1cc(NC(=O)CSc2nc(C)cs2)cc(OC)c1	2	-2	-2.0	5	-1.6	1	3	101	-8
CC1=C(C(=O)NC2CC(C)(C)Cc3c2cnn3-c2cccc(F)c2)OCCO1 (stereo not drawn)	-1	26	0.1	.	-1.2	-2	-2	101	-42
COc1ccc(Cc2c(O)nc(SCC(=O)NC34CC5CC(CC(C5)C3)C4)[nH]c2=O)cc1	1&1	21&-2	-2.6&0.0	11&14	-1.8&-0.4	-2&-7	7&5	100&98	-43&-27
Cc1ccc(Cl)cc1NC(=S)N(CCN(C)C)Cc1cccs1	7	10	-2.4	-2	-1.8	0	-4	113	3
O=C1CC(c2ccc(Cl)cc2)n2nc(NS(=O)(=O)c3ccc(F)cc3)nc2N1 (stereo not drawn)	-3	12	-0.2	10	-1.1	-17	6	94	-31
CN1C(=O)C(O)(CC(=O)/C=C\c2ccc3c(c2)OCO3)c2ccccc21 (stereo not drawn)	-3	10	-0.6	9	-2.1	-12	13	91	-6
Cc1cc(C)nc(N/N=C/c2ccco2)n1	11	5	-3.3	-2	-1.4	22	-1	112	0
